D2 antag – D2 dopamine receptor (human) antagonism. HEK293 TREx D2 cells, calcium flux, dopamine EC80. 2% of 340,000 active. inhibition, % at 10 µM. P14416; in the data active = inhibition above about 30%; also: 0% is about no effect
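Overnight-induced (tetracycline, 30 C) HEK293 T-REx cells carrying force-coupled D2 receive a no-wash calcium dye, then compound, then EC80 dopamine at 180 s; signals are read kinetically throughout.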
USP1-UAF1 inh – blocks the human USP1/UAF1 deubiquitinase complex; 0.23% of 390,000 active; AID 743255; Potency, µM (top dose mostly 57.1 µM), for the others: at the highest dose activity change, negative = inhibition, usual class: inhibitors; recombinant USP1/UAF1, Ub-Rhodamine cleavage fluorescence; O94782; also: potency is read from the fitted curve at half-maximal effect; % is scaled to controls: 0 for no effect and ±100 for the full control effect; nearly all actives have a fitted effect of over 60% in size; inactives centre near -12
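1 nM enzyme complex + cpd, 15 min RT; start with Ub-Rho 150nM final; kinetic fluorescence ex 480/em 540, 6 reads q60 s. Buffer 50mM HEPES pH 7.8, 0.5mM EDTA, 0.1 mg/ml BSA, 1mM TCEP, 0.01% Tween-20.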
rTrxR1 inhibitor – inhibitors of rat thioredoxin reductase 1; Potency, µM (series often up to 114 µM), for inactives: at the highest dose activity change, negative = inhibition, actives largely listed as inhibitors; AID 588453; O89049; 1% of 390,000 active; recombinant rTrxR1, NADPH fluorescence consumption, selenite substrate; also: potency is read from the fitted curve at half-maximal effect; % is scaled to controls: 0 for no effect and ±100 for the full control effect; nearly all actives have a fitted effect of over 65% in size
Target sequence (O89049 whole entry, looked up): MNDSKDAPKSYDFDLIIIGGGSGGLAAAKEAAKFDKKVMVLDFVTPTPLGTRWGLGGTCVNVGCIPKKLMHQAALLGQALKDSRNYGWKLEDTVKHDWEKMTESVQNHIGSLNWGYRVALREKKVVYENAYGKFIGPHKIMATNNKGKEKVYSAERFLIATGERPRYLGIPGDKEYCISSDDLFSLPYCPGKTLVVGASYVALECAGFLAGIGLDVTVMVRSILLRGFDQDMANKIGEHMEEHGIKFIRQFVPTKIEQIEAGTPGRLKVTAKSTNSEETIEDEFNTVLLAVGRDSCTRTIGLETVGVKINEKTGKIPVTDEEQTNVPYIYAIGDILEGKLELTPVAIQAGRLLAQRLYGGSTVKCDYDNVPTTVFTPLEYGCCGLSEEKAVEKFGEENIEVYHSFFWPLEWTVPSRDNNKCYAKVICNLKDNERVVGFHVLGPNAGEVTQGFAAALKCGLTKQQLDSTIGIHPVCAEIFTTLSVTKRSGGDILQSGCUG
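Rat TrxR1 (90 nM in the dispensed reagent) was pre-reduced with 400 uM NADPH for 5 min at room temperature, then incubated with compound for 15 min. After 400 uM selenite was added, NADPH fluorescence (Ex 340/Em 450 nm) was followed for 8 min.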
PI4K2A inh – PI4K2A (human) kinase inhibition; activity change, negative = inhibition, % at 76.9 µM; AID 1346378; Q9BTU6; 0.13% of 420,000 active; purified PI4K2A, ADP-Glo luminescence, 1 h; hits give low values; in the data active = activity change below about -50%; inconclusive = mostly about -30% to -49%;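 also: -100% = wells without enzyme as full effect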
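PI4K2A activity was measured by ADP-Glo luminescence: enzyme (4 ug/mL stock) and phosphatidylinositol (1.2 mM stock) in Tris pH 7.5/MgCl2/EGTA/Triton X-100 buffer were reacted with ATP (300 microM stock) for one hour at ambient temperature.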
D2 ag – D2 dopamine receptor (human) agonism; 0.53% of 340,000 active; activation, % at 2 µM; P14416; AID 485358; HEK293 T-REx D2 cells, calcium flux agonist mode;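 active = activation over 3 SD above normal in the single-dose calcium agonist read, cut at about 30% in these data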; also: 0% is about no effect
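Tetracycline-induced HEK293 Trex cells with D2 receptor force-coupled to calcium signaling, plated overnight at 30 C and loaded with no-wash calcium dye. Calcium flux read kinetically for 180 s after compound addition; responses flag agonists.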
TRHR agonist – agonists of human TRH receptor. activation, % at 2 µM. 0.18% of 360,000 active. TRHR cells, calcium flux fluo-8, FDSS agonist mode. P34981. AID 493084; in the data active = activation above about 30%; also: 0% is about no effect
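Read-out: compound-evoked intracellular calcium rise in TRHR cells, fluo-8 dye, kinetic FDSS fluorescence at 1 s/cycle following a 10-cycle baseline. Cells cultured overnight before dye loading (30 min–1.5 h, RT).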
TRHR enhancer – TRH receptor (human) allosteric enhancement | P34981 | TRHR cells, fluo-8 calcium fluorescence, EC20 TRH enhancement | enhancement, % at 2 µM | 0.66% of 360,000 active | AID 493056; in the data active = enhancement above about 30%; also: 0% is about no effect
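TRHR-expressing cells loaded with fluo-8 calcium dye were read kinetically (ex 480/em 530) during compound addition, then stimulated with an EC20 of TRH (10 nM final). Enhancement of the Gq-mediated intracellular calcium response was scored.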
mIDH1 inhibitor – inhibitors of human mutant IDH1 R132H; O75874; IDH1-R132H enzyme, NADPH consumption, diaphorase/resazurin fluorescence; Potency, µM (doses to about 76.6 µM), inactives show at the highest dose activity change, negative = inhibition, actives largely listed as inhibitors; 0.093% of 390,000 active; AID 602179; also: potency is read from the fitted curve at half-maximal effect; % is scaled to controls: 0 for no effect and ±100 for the full control effect; nearly all actives have a fitted effect of over 65% in size
Target sequence (O75874 whole entry R132H, stated change not applied): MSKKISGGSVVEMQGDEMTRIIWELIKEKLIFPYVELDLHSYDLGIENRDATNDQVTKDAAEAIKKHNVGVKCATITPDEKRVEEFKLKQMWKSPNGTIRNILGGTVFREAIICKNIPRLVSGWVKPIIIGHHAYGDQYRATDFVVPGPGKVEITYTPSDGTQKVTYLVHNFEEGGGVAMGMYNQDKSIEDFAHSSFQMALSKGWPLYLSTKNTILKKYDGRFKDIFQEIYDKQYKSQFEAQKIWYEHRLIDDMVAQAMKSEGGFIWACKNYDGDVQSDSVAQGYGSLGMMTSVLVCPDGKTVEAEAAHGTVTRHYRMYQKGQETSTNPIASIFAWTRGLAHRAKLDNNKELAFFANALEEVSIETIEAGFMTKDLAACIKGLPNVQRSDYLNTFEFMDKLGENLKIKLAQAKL
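IDH1-R132H (0.5 ug/mL) preincubated 30 min with compound, then NADPH (0.016 mM) and alpha-KG (2 mM) added; 80 min at RT, pH 7.5. Remaining NADPH coupled via diaphorase/resazurin to fluorescence (540/590 nm); concentration-response curves normalized to no-enzyme control.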
TrxR1 substrate – substrates of rat thioredoxin reductase 1; 0.01% of 390,000 active; purified TrxR1 substrate turnover, NADPH consumption readout; AID 588456; Potency, µM (top dose mostly 114 µM), for the others: at the top dose activity change, negative = substrate turnover; also: potency is read from the fitted curve at half-maximal effect; % is scaled to controls: 0 for no effect and ±100 for the full control effect; nearly all actives have a fitted effect of over 50% in size
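Rat TrxR1, dispensed at 90 nM, was prereduced with 400 uM NADPH (final) for 5 min at ~22 deg C, then incubated with compound 15 min before 400 uM selenite. A first-read NADPH fluorescence drop versus no-compound background flagged substrates.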
The depositor's hits bear a star; ? = inconclusive; / = no result given; & = joins results of further samples; [ ] = another dose, or the depositor's remark. Unless noted, calls follow the shape of the dose curve; as a rule, active = well fitted inhibition curve with a large enough effect; inconclusive = small, poorly fitted or top-dose-only effect; inactive = no such curve, though single readings can be large or run the other way.

SMILES | D2 antag | USP1-UAF1 inh | rTrxR1 inhibitor | PI4K2A inh | D2 ag | TRHR agonist | TRHR enhancer | mIDH1 inhibitor | TrxR1 substrate
C(/CCc1ccccc1)=N\Nc1nc2ccccc2[nH]1 | 3 | -9% | 6%[57.1 µM] | 0 | 0.8 | -2.3 | -2 | 15% | 2%[57.1 µM]
O=C(Nc1ccccc1C(=O)Nc1ccc2c(c1)OCO2)c1cccs1 | / | -10% | 9% | 2 | / | 0.0 | -9 | 5% | 2%
NC(=O)CNC(=O)c1ccc(Cl)cc1 | 12 | -4% | 22%[57.1 µM] | 1 | 0.9 | 0.4 | -2 | 10% | 6%[57.1 µM]
CCCCCC1C/C(=N\O)C=C(C)C1C(=O)OC (stereo not given) | -8 | -16% | 15% | 4 | -0.3 | -0.3 | -4 | -3% | 3%
Cc1nc(NS(=O)(=O)c2ccc(Br)cc2)c2c3c(sc2n1)CCC3 | -14 | -20% | -5% | 4 | -0.3 | -2.9 | -11 | -1% | -7%
COC(=O)/C(=N/Nc1ccccc1C)N1CCCc2ccccc21 | -11 | -8% | 6% | 2 | -1.8 | 0.1 | -2 | 4% | -13%
O=C(Cn1nc(-c2cccc(Cl)c2)ccc1=O)Nc1ccccc1Br | 4 | -2% | 23%[57.1 µM] | -4 | 1.1 | 0.6 | 2 | -1% | 6%
c1ccc(-c2cc3ccccc3nc2N2CCCC2)cc1 | 3 | -30% | 12%[57.1 µM] | -3 | 0.0 | 0.1 | -3 | 4% | 16%[57.1 µM]
CCOC(=O)CSc1nnc(-c2nnc(SCC(=O)OCC)n2CC)n1CC | 17 | -3% | -12% | 2 | -0.4 | 1.5 | 7 | 3% | 3%
COc1cccc(C(=O)N2N=C(c3ccccc3)CC2(O)C(F)(F)F)c1 (stereo not given) | 2 | -25% | -3% | -2 | 0.6 | -0.3 | 7 | 1% | -5%
CS(=O)(=O)N1CCc2cc(C(=O)N3CCCCC3)ccc21 | 4 | -19% | 12%[57.1 µM] | 7 | 0.3 | -0.4 | -3 | 2% | 7%[57.1 µM]
CN=C1SC(CC(=O)Nc2cccc(Cl)c2Cl)C(=O)N1C (stereo not given) | -18 | -7% | 10% | -3 | 0.1 | 0.3 | -4 | 2% | 0%
CC(C)Cc1nnc(NC(=O)CCNC(=O)c2ccco2)s1 | -16 | -5% | 10% | 3 | -0.1 | 0.6 | 3 | 0% | -3%
N#CCCN(C(=O)Nc1ccc(Cl)cc1)c1ccccc1 | 8 | -21% | 8%[57.1 µM] | -12 | -0.4 | -0.3 | 1 | 2% | 6%[57.1 µM]
COc1ccc(C(=O)NCCCn2ccnc2)cc1 | -7 | -11% | 13%[57.1 µM] | -1 | 0.2 | -0.4 | 17 | 2% | 5%[57.1 µM]
CC[C@@]12C(=O)N(c3cccc(Br)c3)C(=O)N1[C@H](c1ccc(OC)cc1)[C@@H]1C(=O)N(C(C)(C)C)C(=O)[C@@H]12 | 23 | -20% | 8%[57.1 µM] | 3 | 0.5 | 0.0 | -4 | 14% | -3%[57.1 µM]
CCOc1ccc(NC(=S)N2C3CCCC2CC(NC(=O)C2CC2)C3)cc1 (stereo not given) | -2 | ? | -14% | -2 | -1.2 | -1.2 | 0 | 9% | ?
COC(=O)[C@@H]1C[C@@H](C(=O)O)[C@H](C)C1(C)C | 3 | -11% | 7%[57.1 µM] | 4 | 0.4 | 0.6 | -8 | 5% | -1%[57.1 µM]
CC(=O)Nc1ccc(S(=O)(=O)NC(C)C(=O)OCC(=O)NC2CCCC2)cc1 (stereo not given) | 12 | 5% | -14% | 1 | 0.1 | 0.0 | -2 | 0% | -12%
Cc1cccc(N2C(=O)C(O)=C(C(=O)c3cccs3)C2c2ccc(F)cc2)n1 (stereo not given) | 19 | -18% | 16% | -1 | 1.0 | -0.7 | -5 | 1% | 0%
CCCCC(C(=O)NC1CCCC1)N(C(=O)c1snc(C(N)=O)c1N)c1ccc(C)cc1 (stereo not given) | -1 | -9% | 10% | -2 | 2.6 | -0.4 | 4 | ? | -2%
CCn1c(SCC(=O)Nc2ccccc2)nnc1C1CCCCC1 | 4 | 9% | 5% | -5 | -0.2 | -0.5 | 5 | 2% | -1%
COc1ccc(CCNC(=O)c2nnn(CC(=O)Nc3ccccc3)c2N)cc1OC | / | -3% | 1% | -1 | / | / | / | 3% | -4%
COc1cccc(-c2cc(C(=O)Nc3ccc4c(c3)OCO4)no2)c1 | -22 | -18%&-19% | 5%[57.1 µM] | 6&0 | 0.7&0.3 | 0.8&0.6 | -6&11 | 5%&40% | 12%[57.1 µM]
COc1cc(O)sc1C=Nc1ccc(Cl)cc1Cl | -4 | -10% | 25% | -2 | 0.2 | -0.5 | 2 | -7% | -1%
Next compounds.
SMILES | D2 antag | USP1-UAF1 inh | rTrxR1 inhibitor | PI4K2A inh | D2 ag | TRHR agonist | TRHR enhancer | mIDH1 inhibitor | TrxR1 substrate
Cc1cc(C)c2c(C(C)(C)C)nn(-c3ccccc3)c2n1 | 5 | ? | 13% | 0 | -1.8 | 0.2 | -10 | 7% | 12%
CCN(CC1COc2ccccc2O1)C(=S)Nc1ccc(F)cc1 (stereo not given) | -12 | -18% | 19% | -6 | 10.0 | 0.5 | -4 | -5% | 2%
C/C=C/c1c(F)c(F)c(Oc2ccc(C(=O)O)cc2)c(F)c1F | -13 | -21% | 18% | 3 | -0.3 | 0.3 | 7 | 2% | 11%[57.1 µM]
COC(=O)c1sc2ncn(N)c(=O)c2c1C | -6 | -2% | 2% | -2 | 0.9 | 0.7 | 3 | -3% | 1%
CN(CCC(=O)Nc1cc(S(=O)(=O)N(C)C)ccc1Cl)CC(=O)Nc1ccc(F)cc1 | 51* | -5% | 2%[57.1 µM] | -9 | -2.4 | -0.3 | 12 | 5% | 6%[57.1 µM]
CC(=O)c1ccc(Nc2cc(C)nc3nc(Cc4ccccc4)nn23)cc1 | / | ? | 5% | 0 | -1.3 | -0.9 | 4 | 11% | -4%
Cn1c(SCc2nc(-c3ccccc3)no2)nnc1-c1ccco1 | 2 | -19% | 0% | -1 | 0.0 | 0.0 | 1 | 6% | 4%
CCNc1c(NC(=O)C2CCC(C)CC2)c(=O)oc2ccccc12 (stereo not given) | -29 | -2% | -2%[57.1 µM] | -5 | 0.8 | 1.2 | -5 | -5% | -2%[57.1 µM]
CCOC(=O)CC(NC(=O)Cn1nnc(-c2ccccc2C)n1)c1ccc(OC)cc1 (stereo not given) | 3 | -32% | 4% | -3 | -1.0&0.8 | 1.3&2.6 | -1&2 | -2% | -2%
CCOC(=O)Cn1c(=O)c(C#N)cn(C(C)C)c1=O | 5 | -22% | 20% | -1 | 0.2 | 0.1 | 10 | 3% | 4%
O=C(/C=C/c1ccncc1)c1ccc(NC(=O)c2ccccc2F)cc1 | -7 | -23% | -17% | -14 | 2.1 | -0.5 | -2 | 1% | -3%
O=C(CCCN1C(=O)/C(=C/c2ccccc2Cl)SC1=S)N1CCCC1 | 4 | ? | 16% | 5 | 0.8 | 1.0 | -8 | 2% | -1%
O=C(COC(=O)c1nc(Cl)ccc1Cl)NCc1ccc(Cl)cc1 | 1 | -26% | 23% | 0 | -1.2 | -0.8 | -7 | -11% | 2%
Cc1onc(-c2ccccc2)c1C(=O)OCc1nnc(-c2ccccc2)o1 | -7 | -4% | 14% | -6 | 0.7 | 0.9 | -7 | -1% | 0%
C#CCOCCOCCOCCNc1nc(N2CCN(C(=O)C([C@@H](C)O)n3cc([C@@H](N)CCCCN)nn3)CC2)nc(N2CCN(C(=O)C([C@@H](C)O)n3cc([C@@H](N)CCCCN)nn3)CC2)n1 (stereo not given in full) | / | -21% | 8% | -5 | / | / | / | -2% | 8%
COc1ccc(N(CC(=O)N2CCN(C)CC2)S(=O)(=O)c2ccccc2)cc1 | 3 | 2% | 13%[57.1 µM] | 1 | 0.7 | 0.6 | 5 | -5% | 10%[57.1 µM]
COc1ccc2[nH]c(-c3ccccc3)cc2c1 | 11 | -17% | 14% | -5 | -3.0 | 0.9 | 2 | -3% | 89%[activator][57.1 µM]
CCCCN1CC(=O)N2[C@@H]3c4cc(OC)ccc4OC[C@@H]3[C@H](C(=O)OCC)[C@]2(C)C1=O | / | -25% | ? | -2 | / | / | / | 14% | 0%

Molecules from the list above with fluorine, in the order listed:
SMILES | D2 antag | USP1-UAF1 inh | rTrxR1 inhibitor | PI4K2A inh | D2 ag | TRHR agonist | TRHR enhancer | mIDH1 inhibitor | TrxR1 substrate
COc1cccc(C(=O)N2N=C(c3ccccc3)CC2(O)C(F)(F)F)c1 (stereo not given) | 2 | -25% | -3% | -2 | 0.6 | -0.3 | 7 | 1% | -5%
Cc1cccc(N2C(=O)C(O)=C(C(=O)c3cccs3)C2c2ccc(F)cc2)n1 (stereo not given) | 19 | -18% | 16% | -1 | 1.0 | -0.7 | -5 | 1% | 0%
CCN(CC1COc2ccccc2O1)C(=S)Nc1ccc(F)cc1 (stereo not given) | -12 | -18% | 19% | -6 | 10.0 | 0.5 | -4 | -5% | 2%
C/C=C/c1c(F)c(F)c(Oc2ccc(C(=O)O)cc2)c(F)c1F | -13 | -21% | 18% | 3 | -0.3 | 0.3 | 7 | 2% | 11%[57.1 µM]
CN(CCC(=O)Nc1cc(S(=O)(=O)N(C)C)ccc1Cl)CC(=O)Nc1ccc(F)cc1 | 51* | -5% | 2%[57.1 µM] | -9 | -2.4 | -0.3 | 12 | 5% | 6%[57.1 µM]
O=C(/C=C/c1ccncc1)c1ccc(NC(=O)c2ccccc2F)cc1 | -7 | -23% | -17% | -14 | 2.1 | -0.5 | -2 | 1% | -3%

Screens: PubChem, National Center for Advancing Translational Sciences (NCATS)
